TGFb SMAD3 inh: blocks TGF-b signaling; HepG2 CAGA-GFP TGF-b/SMAD3 reporter, GFP fluorescence, 18 h; TGF-beta stimulated, 500 pg/mL final; Potency, µM (top dose mostly 46.1 µM), for the others: at the top dose activity, negative = inhibition, hits mostly inhibitors; actives 1.2% (n = 410,000); AID 588855; also: % is scaled to controls: 0 for no effect and ±100 for the full control effect; nearly all actives have a fitted effect of over 65% in size
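TGF-beta reporter screen: HEPG2 CAGA-GFP, 1% FBS, 500 pg/mL TGF-beta final, 18 h; per-cell GFP summed per well; curves fitted and categorized by class.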
A549 tox: A549 cytotoxicity, counter-screen for Nrf2 inhibitors; A549 ARE-Fluc cells, CellTiter-Fluor viability, 18-24 h; Potency, µM (series often up to 46 µM), inactives show at the top dose activity change, negative = cytotoxicity, usual class: inhibitors; actives 0.16% (n = 390,000); AID 504648; also: % is scaled to controls: 0 for no effect and ±100 for the full control effect
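A549 ARE-Fluc cells in 5% FBS OPTI-MEM, 5000 cells/well, rested 2 h then exposed to compounds in concentration-response for 18-24 h at 37 °C. Viability by CellTiter-Fluor fluorescence (Ex 405/Em 525) after 30 min; luciferase luminescence (BugLite, 15 min, RT) read afterwards.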
Mm-Cpn inhibitor: M. maripaludis TRiC chaperonin inhibition | purified Mm-Cpn ATPase, ADP Transcreener TR-FRET | actives 0.031% (n = 330,000) | Potency, µM (doses to about 76.9 µM), for the others: top-dose activity, negative = inhibition, most hits filed as inhibitors; also: % is scaled to controls: 0 for no effect and ±100 for the full control effect; nearly all actives have a fitted effect of over 80% in size
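ATP (10 uM final) was added to archaeal chaperonin (25 nM final) after 10 min exposure to test compound at 37°C; after 30 min further incubation, ADP was detected by competitive TR-FRET.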
Nrf2 activator: activators of Nrf2 (ARE) signaling | AREc32 ARE-luciferase reporter (MCF7-derived line), luminescence, 24 h | actives 0.31% (n = 410,000) | AID 624171 | Potency, µM (series often up to 46.1 µM), inactives show top-dose activation, actives largely listed as activators; also: % of control where 0% means no effect; nearly all actives have a fitted effect of over 65% in size
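ARE-driven firefly luciferase activity in AREc32 cells measured after a 24 hr compound exposure at 37 deg C, using Steady-Glo reagent and a 30 min room-temperature hold.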
The depositor's hits bear a star; ? = inconclusive; · = not tested or not shown; & = joins results of further samples. Calls follow the shape of the dose curve; as a rule, active = well fitted curve in the direction sought with a large enough effect; inconclusive = small, poorly fitted or top-dose-only effect, or another doubt; inactive = no such curve, though single readings can be large; an effect the other way counts as inactive or inconclusive. Potency is read from the fitted curve at half-maximal effect. Some of the compounds tested, so the mix of outcomes need not match the whole.

Screens by letter: A = TGFb SMAD3 inh; B = A549 tox; C = Mm-Cpn inhibitor; D = Nrf2 activator
SMILES: CCCCCCc1ccc(O)cc1O
  A: · | B: · | C: -2% | D: ·
SMILES: COc1ccccc1OCCNCC(O)COc1cccc2[nH]c3ccccc3c12 (stereo not given)
  A: · | B: · | C: 2%&-1% | D: ·
SMILES: CC(=O)O[C@@]12CO[C@@H]1C[C@H](O)[C@@]1(C)C(=O)[C@H](O)C3=C(C)[C@@H](OC(=O)C(O)[C@@H](NC(=O)OC(C)(C)C)c4ccccc4)C[C@@](O)([C@@H](OC(=O)c4ccccc4)[C@H]21)C3(C)C (stereo not given in full)
  A: -22% | B: · | C: · | D: ·
SMILES: Cn1c(=O)n(-c2ccc(C(C)(C)C#N)cc2)c2c3cc(-c4cnc5ccccc5c4)ccc3ncc21
  A: ? | B: · | C: · | D: ·
SMILES: CCCCCCCCCCCCCC[N+](C)(C)Cc1ccccc1
  A: ? | B: · | C: · | D: ·
SMILES: CCC(Sc1nc2ccccc2c2nc(CCn3cncc3C)nn12)C(=O)Nc1cccc(OC)c1 (stereo not given)
  A: -3% | B: ? | C: · | D: 0.4%
SMILES: Cc1cccc(NC(c2ccccc2F)c2ccc3ccc(C)nc3c2O)n1 (stereo not given)
  A: ? | B: 1% | C: · | D: 2.9%

An excerpt of these results, with values under each structure:
Screens in order: TGFb SMAD3 inh, A549 tox, Mm-Cpn inhibitor, Nrf2 activator
CCCCCCCCCCCCCC[N+](C)(C)Cc1ccccc1
→ ?, ·, ·, ·
CCC(Sc1nc2ccccc2c2nc(CCn3cncc3C)nn12)C(=O)Nc1cccc(OC)c1 (stereo not given)
→ -3%, ?, ·, 0.4%

Whole records from above.
CCC(Sc1nc2ccccc2c2nc(CCn3cncc3C)nn12)C(=O)Nc1cccc(OC)c1 (stereo not given) as listed: TGFb SMAD3 inh: -3%; A549 tox: ?; Mm-Cpn inhibitor: ·; Nrf2 activator: 0.4%
CCCCCCCCCCCCCC[N+](C)(C)Cc1ccccc1 as listed: TGFb SMAD3 inh: ?; A549 tox: ·; Mm-Cpn inhibitor: ·; Nrf2 activator: ·

Source: PubChem BioAssay
